A3A deaminase: blocks human APOBEC3A ssDNA deamination. 0.41% of 330,000 active. inhibition, % at 20 µM. recombinant A3A, FAM/TAMRA ssDNA deamination fluorescence;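 active = at least 40% inhibition at 20 µM here, with at most 30% in a related deaminase screen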;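 note: plate controls were A3A with DMSO for no effect and wells lacking A3A enzyme for full effect; some results filed as inactive read as strong as hits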
Target sequence (P31941 whole entry, looked up): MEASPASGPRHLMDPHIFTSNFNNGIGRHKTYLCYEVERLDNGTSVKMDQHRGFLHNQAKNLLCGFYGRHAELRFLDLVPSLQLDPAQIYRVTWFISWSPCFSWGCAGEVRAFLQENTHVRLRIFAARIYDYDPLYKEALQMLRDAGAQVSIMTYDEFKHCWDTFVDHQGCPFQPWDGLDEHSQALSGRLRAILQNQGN
hIAP act: increases human intestinal alkaline phosphatase activity; P09923; purified human IAP, CDP-Star luminescence, 30 min; hits give high values; 1 = vehicle-only enzyme, 0 = enzyme-free background; activation factor at 10 µM; 0.16% of 330,000 active;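 active = activation factor of the enzyme at least 2-fold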; note: the source names both 10 and 20 µM as test concentration; values of inactives mirror those of a sister screen read the other way
beta cell repl: inducers of beta-cell replication in MIN6 cells. 0.29% of 330,000 active. MIN6 cells proliferation, ATPlite luminescence, 48 h; cells starved in 0.2% serum; 100% = growth in 10% serum. proliferation, % at 10 µM;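 active = compounds whose signal lies at least 3.5 SD above the mean of all wells on their plate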;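 note: 0% = DMSO-treated cells in low-serum medium and 100% = 10% serum control; some compounds called inactive have numbers as strong as hits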
APOBEC3G inh: blocks human APOBEC3G single-stranded DNA deamination | Q9HC16 | recombinant A3G, ssDNA deamination FAM/TAMRA fluorescence | inhibition, % at 20 µM | 0.28% of 330,000 active | AID 493012;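 active = inhibition of at least 40% at 20 µM, with no more than 30% in the related APOBEC3A deaminase screen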;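 note: plate controls were DMSO wells with A3G for no effect and wells lacking A3G enzyme for full effect; some compounds called inactive have numbers as strong as hits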
Target sequence (Q9HC16 whole entry, looked up): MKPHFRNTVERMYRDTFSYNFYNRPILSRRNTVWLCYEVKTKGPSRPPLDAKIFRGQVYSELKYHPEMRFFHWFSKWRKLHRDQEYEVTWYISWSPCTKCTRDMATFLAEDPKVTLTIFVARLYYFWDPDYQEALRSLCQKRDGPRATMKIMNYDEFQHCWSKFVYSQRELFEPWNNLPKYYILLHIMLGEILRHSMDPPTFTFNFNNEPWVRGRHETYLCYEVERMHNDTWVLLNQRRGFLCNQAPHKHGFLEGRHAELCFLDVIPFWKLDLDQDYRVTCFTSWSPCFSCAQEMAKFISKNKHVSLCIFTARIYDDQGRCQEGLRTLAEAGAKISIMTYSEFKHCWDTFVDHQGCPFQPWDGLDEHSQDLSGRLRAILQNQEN
hIAP inh: human IAP inhibition. inhibition, % at 10 µM. 0.12% of 330,000 active. purified IAP, CDP-Star luminescence, 30 min. P09923. AID 2544;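 active = inhibition reaching a set limit with compound at 10 µM in the primary screen, cut at about 35% in these data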;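 note: plate controls were DMSO wells with enzyme for no effect and no-enzyme buffer wells for full effect; values of inactives mirror those of a sister screen read the other way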
SENP1 inh: inhibitors of human SENP1 SUMO protease catalytic domain; 0.21% of 360,000 active; recombinant SENP1 catalytic domain, CyPet-SUMO1-YPet FRET cleavage; inhibition, % at 10 µM; Q9P0U3;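 active = inhibition at least 30% at 10 µM, raw YFP signal under a set limit, fluorescence ratio 0.5 to 1.5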;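 note: 0% = enzyme with DMSO and 100% = no enzyme wells; some results filed as inactive read as strong as hits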
Target sequence (Q9P0U3 419-644 limits assumed): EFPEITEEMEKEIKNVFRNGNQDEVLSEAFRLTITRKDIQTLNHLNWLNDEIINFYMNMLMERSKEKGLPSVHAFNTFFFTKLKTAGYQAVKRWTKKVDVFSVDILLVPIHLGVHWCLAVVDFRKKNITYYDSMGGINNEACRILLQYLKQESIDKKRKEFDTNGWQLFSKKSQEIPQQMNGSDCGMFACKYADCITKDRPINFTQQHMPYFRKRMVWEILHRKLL
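Assay system – human recombinant His6-tagged SENP1 catalytic domain enzyme · Input – SENP1 enzyme, 20 pM final · Buffer or medium – Tris pH 8 buffer plus EDTA, NaCl, BME, BSA, NP40, catalase · Schedule – 50 min reaction at room temperature · Technique – FRET read of cyan and yellow fluorescence · Control set – no-enzyme wells low, DMSO-plus-enzyme wells high control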
NALP3 yeast inh: NALP3 inhibition in yeast | 0.39% of 330,000 active | AID 2825 | Yeast reconstituted NLRP3/ASC/caspase-1, beta-gal luminescence, 24 h | inhibition, % at 10 µM;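 active = inhibition of 50% or more; inactive = inhibition below 50%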;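 note: plate controls were induced DMSO wells for no effect and uninduced yeast grown without galactose for full effect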
mIAP inh: blocks mouse intestinal alkaline phosphatase; purified mouse IAP, CDP-Star luminescence, 30 min; inhibition, % at 10 µM; 0.2% of 330,000 active;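 active = inhibition of at least 40% at 10 µM in the primary screen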;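 note: plate controls were DMSO with enzyme for no effect and no enzyme wells for full effect; values of inactives mirror those of a sister screen read the other way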
mIAP act: mouse IAP activation; muIAP, CDP-Star luminescence, 30 min; hits give high values; 1 = vehicle-only enzyme signal, 0 = enzyme-free wells; activation factor at 10 µM; 0.24% of 330,000 active; AID 2805;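 active = activation factor of at least 2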; note: the source names both 10 and 20 µM as test concentration; values of inactives mirror those of a sister screen read the other way
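System: mouse IAP enzyme. Reagent: CDP-Star chemiluminescent phosphatase substrate. Benchmarks: DMSO wells, no-enzyme wells. Times: 30 min enzyme-substrate-compound incubation at room temperature. Detection: luminescence from enzymatic CDP-Star hydrolysis. Doses: test compounds delivered from DMSO solution.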
* = called active by the depositor.

Values run as follows: A3A deaminase, hIAP act, beta cell repl, APOBEC3G inh, hIAP inh, SENP1 inh, NALP3 yeast inh, mIAP inh, mIAP act
- C=CCN1C(=O)[C@@H]2Cc3c([nH]c4ccccc34)C(c3ccc(O)cc3)N2C1=S (stereo not given in full)
 : -10, 0.88, -3, -22, 12, -11, 9, -17, 1.2
- O=C(CCC1CCCC1)Nc1ccc([N+](=O)[O-])cn1
 : 8, 1.1, -1, -3, -12, 0, -3, 7, 0.93
- CCCC(C(=O)NC(C)(C)C)N(CC1CCCO1)C(=O)c1snc(C(N)=O)c1N (stereo not given)
 : -5, 0.99, -1, -9, 1, -3, 0, 0, 0.99
- O=C(O)CCSc1nnc(COc2cccc3cccnc23)n1-c1ccccc1
 : 0, 0.96, -2, -1, 4, 1, 1, 2, 0.98
- COC(=O)[C@@H]1CCCN1C(=O)CCc1nnc(C2CCCCC2)o1
 : 1, 0.89, 0, 3, 11, 1, 10, -5, 1
- Cc1cc(NC(=O)CSCC(=O)Nc2ccc(Cl)c(C(F)(F)F)c2)no1
 : -2, 0.9, 4, -4, 10, 0, 15, -7, 1.1
- CSc1ccc(CNC(C)(C)CO)cc1
 : -2, 1.1, -3, -7, -5, 1, 4, -9, 1.1
- CNC(=O)[C@@H]1C[C@H]1[C@@H](NC(=O)OCc1ccccc1)c1ccccc1
 : 0, 1.1, -5, -1, -9, -2, 5, -4, 1
- O=C1c2ccccc2C(=O)N1CCSC(=S)N1CCOCC1
 : -5, 1.2, -3, -7, -17, 0, 31, -2, 1
- CCN1C2=C(C(=O)CCC2)C(c2ccc(O)cc2)C2=C1CCCC2=O
 : 18, 1.1, 0, -2, -8, -134, 3, 2, 0.97

Complete entries, quoted from the list. Screens in order: A3A deaminase	hIAP act	beta cell repl	APOBEC3G inh	hIAP inh	SENP1 inh	NALP3 yeast inh	mIAP inh	mIAP act
Entry for CCN1C2=C(C(=O)CCC2)C(c2ccc(O)cc2)C2=C1CCCC2=O → 18	1.1	0	-2	-8	-134	3	2	0.97
Entry for O=C(CCC1CCCC1)Nc1ccc([N+](=O)[O-])cn1 → 8	1.1	-1	-3	-12	0	-3	7	0.93
Entry for COC(=O)[C@@H]1CCCN1C(=O)CCc1nnc(C2CCCCC2)o1 → 1	0.89	0	3	11	1	10	-5	1
Entry for CCCC(C(=O)NC(C)(C)C)N(CC1CCCO1)C(=O)c1snc(C(N)=O)c1N (stereo not given) → -5	0.99	-1	-9	1	-3	0	0	0.99

Additional results.
Values run as follows: A3A deaminase, hIAP act, beta cell repl, APOBEC3G inh, hIAP inh, SENP1 inh, NALP3 yeast inh, mIAP inh, mIAP act
- O=C1C2C3CCC(C3)C2C(=O)N1c1ccc2ccccc2c1 (stereo not given)
 : -2, 0.81, 0, -7, 19, 4, 18, 5, 0.95
- CCOC(=O)C(Sc1cc(C)nc(N)n1)C(C)=O (stereo not given)
 : -2, 0.98, -1, -5, 2, -42, 2, 18, 0.82
- COc1ccc(NC(=O)c2ccc3nccnc3c2)cc1
 : -3, 0.99, -3, -5, 1, 0, 4, 8, 0.92
- COc1ccc(Cl)c(N2CCN(CCCNC(=O)Nc3ccc(C)cc3)CC2)c1
 : -3, 0.86, -4, -9, 14, 1, 21, -79, 1.8
- c1ccc(C(c2ccccc2)N2CCN(Cc3nnnn3C3CCCCC3)CC2)cc1
 : -6, 0.93, -6, -4, 7, -2, 20, -5, 1
- COc1cc2cc(C(c3nnnn3C3CCCC3)N(C)C3CCCCC3)c(=O)[nH]c2cc1OC (stereo not given)
 : 0, 0.86, -1, -5, 14, -7, 18, 3, 0.97
- CCC1(C)Cc2c(sc3nnn(CC(=O)Nc4ccc(Cl)cc4)c(=O)c23)CO1 (stereo not given)
 : 9, 0.96, -4, 1, 4, -1, 10, 6, 0.94
- C=CCC(C(=O)OC)(C(=O)OC)c1ccc([N+](=O)[O-])cc1[N+](=O)[O-]
 : 2, 1, 0, -10, -3, 2, 10, -1, 1
- CC1=C(C(=O)OCC2CCCCC2)C(c2ccc(F)cc2)NC(=O)N1 (stereo not given)
 : 2, 1.3, -3, -1, -27, 2, 8, -3, 1
- N#Cc1cccc(NC(=O)CSc2ccccc2)c1
 : 2, 0.96, 2, 6, 4, 2, 16, 8, 0.92

Values run as follows: A3A deaminase, hIAP act, beta cell repl, APOBEC3G inh, hIAP inh, SENP1 inh, NALP3 yeast inh, mIAP inh, mIAP act
- CCCCCNc1c(C(=O)OCC)c(=O)[nH]c2ccccc12
 : -3, 0.93, -1, 1, 7, -1, -4, 6, 0.94
- CN(Cc1ccccc1F)C(=O)CN1CCN(S(=O)(=O)c2ccc3c(c2)OCCCO3)CC1
 : 0, 0.87, -2, 2, 13, -1, 14, 6, 0.94
- CCN(CC)CCCNC(=O)C1CCN(C(=O)c2cc3sccc3n2Cc2ccc(F)cc2)CC1
 : 2, 0.76, -1, 1, 24, 0, 15, -8, 1.1
- O=C(CSc1nnnn1-c1ccccc1)Nc1ncc(Cc2ccccc2Cl)s1
 : -4, 0.94, 5, -7, 6, 0, 14, 4, 0.95
- CCc1ccc(-c2nc(SCC(=O)NC3CC3)n[nH]2)cc1
 : -2, 1.1, -2, -8, -10, 1, 9, 5, 0.95
- COC(=O)c1ccc(NC(=O)Nc2cccc(F)c2)cc1
 : 0, 1, -5, -1, -1, -1, 15, -160, 2.6*
- CC(C)(C)S(=O)(=O)c1cnc2c(-c3ccsc3)cnn2c1N
 : 5, 0.81, -1, -3, 19, 3, -5, 5, 0.95
- S=C(NCCc1ccccc1)N/N=C/c1ccccc1Cl
 : -3, 1.5, 0, -17, -47, 3, 17, 10, 0.9
- CCCCc1oc2c(c(=O)c1C)C(=O)CC(c1ccccc1)C2 (stereo not given)
 : -2, 0.87, -2, 11, 13, 1, 37, 0, 1
- Cc1nc2ccc(NC(=O)CCS(=O)(=O)c3ccc(Cl)cc3)cc2s1
 : 4, 1, 0, 0, -1, -3, -2, -6, 1.1

smiles	A3A deaminase	hIAP act	beta cell repl	APOBEC3G inh	hIAP inh	SENP1 inh	NALP3 yeast inh	mIAP inh	mIAP act
Cc1ccc(-c2nnn(CC(=O)N(CC(=O)NC3CCCCC3)c3ccccc3F)n2)o1	-2	1	5	-7	-5	-2	13	-5	1.1
COCCC(=O)N1CCc2ccc(NC(=O)c3ccc(C(F)(F)F)cc3)cc2C1	6	1.2	1	1	-25	2	20	-5	1
CC(C)C(C(=O)N1CCOCC1)N1C(=O)c2ccccc2C1=O (stereo not given)	-4	0.93	1	-8	7	2	21	-5	1.1
CCOc1ccc2ncc(C(=O)c3ccc(OC)cc3)c(N3CCN(CC)CC3)c2c1	2	0.92	-3	-1	8	-33	23	6	0.94
CC(C)(C)OC(=O)NNC(=O)NC12CC3CC(CC(C3)C1)C2	-1	1.1	-4	-4	-6	1	21	-4	1
Cc1cccc(NC(=S)N=Nc2c(O)[nH]c3ccccc23)c1	2	1.6	-6	0	-57	7	26	28	0.72
O=c1[nH]c2cc(S(=O)(=O)CCO)ccc2o1	10	0.95	-2	0	5	2	11	22	0.78
CCOC(=O)CSc1nnc(CNC(=O)c2cccs2)n1-c1ccccc1	0	0.97	2	-6	3	2	3	-5	1

Shown as a hit in mIAP act, among the entries above:
Structure | A3A deaminase | hIAP act | APOBEC3G inh | hIAP inh | SENP1 inh | NALP3 yeast inh | mIAP inh | mIAP act
COC(=O)c1ccc(NC(=O)Nc2cccc(F)c2)cc1 | 0 | 1 | -1 | -1 | -1 | 15 | -160 | 2.6*

Carrying on.
smiles	A3A deaminase	hIAP act	beta cell repl	APOBEC3G inh	hIAP inh	SENP1 inh	NALP3 yeast inh	mIAP inh	mIAP act
O=C(Nc1nccs1)C1CC2CCC1C2 (stereo not given)	0	1.2	-1	0	-22	0	6	-9	1.1
COc1ccccc1C(C#N)N1N=C(C)CC1(C)C (stereo not given)	4	1.2	-4	-7	-21	0	-3	-3	1
O=C(CN1CCOCC1)Nc1cc([N+](=O)[O-])ccc1Cl	4	0.92	-5	-2	8	2	9	-2	1
CCc1nnc(NC(=O)CSc2nc(-c3ccccc3)c(-c3ccccc3)o2)s1	2	1.2	-5	-4	-24	1	-51	5	0.95
Cc1ccc2c(CN3CCN(Cc4ccc5c(c4)OCO5)CC3)cc(=O)oc2c1C	3	1	-5	1	-3	0	26	4	0.96
CC(C)CN(C(=O)COC(=O)c1ccc2c(c1)OCO2)c1c(N)n(Cc2ccccc2)c(=O)[nH]c1=O	3	1.1	-4	-4	-14	-3	5	6	0.94
O=C(Nc1cccc2c1CCCC2)c1ccc(Cl)c([N+](=O)[O-])c1	-1	0.93	-2	-3	7	2	47	7	0.93
O=S(=O)(NC(=NCc1ccccc1)c1ccc(F)cc1)c1ccc(Cl)cc1	-1	0.96	-1	3	4	4	22	-15	1.1

smiles	A3A deaminase	hIAP act	beta cell repl	APOBEC3G inh	hIAP inh	SENP1 inh	NALP3 yeast inh	mIAP inh	mIAP act
CN(C)C(CNC(=O)c1ccco1)c1cccs1 (stereo not given)	-4	1.1	-1	-10	-10	-9	19	6	0.94
Oc1[nH]c2ccccc2c1N=Nc1cccc(Cl)c1	3	1	-1	-5	-4	0	13	1	0.99
CN(CC(=O)NCC1CCCCC1)CC(=O)Nc1ccc(F)cc1	0	1	-1	-8	-2	2	13	-11	1.1
CCOC(=O)N1CCC(NC(=O)C2CCCN(C(=O)c3cc4sccc4n3C)C2)CC1 (stereo not given)	-6	0.84	-3	-8	16	1	12	3	0.97
CCCn1c(SCC(=O)c2cc(OC)ccc2OC)nnc1-c1ccco1	0	0.94	-3	0	6	0	6	0	1
Cn1nnnc1SCC(=O)N1c2ccccc2CCc2ccccc21	1	0.9	-3	-3	10	1	3	-8	1.1
COc1cccc(C(=O)NCCSc2ccc(F)cc2)c1	-3	1	2	-10	-1	3	27	8	0.92
CCC(C)c1c(O)nc(SCC(=O)N2CCCCC2)[nH]c1=O (stereo not given)	-10	1.1	0	-4	-8	3	-3	-2	1

smiles	A3A deaminase	hIAP act	beta cell repl	APOBEC3G inh	hIAP inh	SENP1 inh	NALP3 yeast inh	mIAP inh	mIAP act
CN1CCN(S(=O)(=O)c2ccc(NC(=S)NC(=O)C3CC3)cc2)CC1	1	1.2	2	-6	-18	2	9	-6	1.1
CC(=O)N1CCC(N2CCN(c3ccccc3F)CC2)CC1	-7	0.99	0	-5	0	2	10	2	0.97
COC(=O)c1cc(CSc2nc3ccccc3c(=O)n2C)oc1C	-3	0.97	-8	-6	2	-1	23	13	0.87
CN1/C(=C\C(=O)Nc2cccnc2)c2ccccc2CC1(C)C	-3	1	0	-4	-4	-3	18	2	0.98
OC1CCN(Cc2cccc(Oc3ccccc3)c2)CC1	0	0.99	0	-2	1	-3	14	-5	1.1
Cc1sc(NC(=O)c2ccc(F)cc2)c(CN2CCCCCC2)c1C	5	0.9	-4	-3	10	7	11	12	0.88
CC(C)CN1C(=O)/C(=C/c2cccs2)NC1=S	-1	0.74	2	-9	26	-80	-32	14	0.86
CCc1nnc(NC(=O)c2cccnc2SC)s1	-1	0.94	-1	6	6	1	3	1	0.99

High-throughput results from PubChem BioAssay.

These rows are one share of the data; the hit share may differ from the screen's.
